# D3 ag – D3 dopamine receptor (human) agonism. P35462. D3R DiscoveRx beta-arrestin cells, luminescence, 90 min. max activation, %. hit rate 0.58% among 410,000; in the data active means max activation above about 30%; further: 0% is about no effect; mostly tested at two doses, the higher about 12 µM
# Target sequence (P35462 whole entry, looked up): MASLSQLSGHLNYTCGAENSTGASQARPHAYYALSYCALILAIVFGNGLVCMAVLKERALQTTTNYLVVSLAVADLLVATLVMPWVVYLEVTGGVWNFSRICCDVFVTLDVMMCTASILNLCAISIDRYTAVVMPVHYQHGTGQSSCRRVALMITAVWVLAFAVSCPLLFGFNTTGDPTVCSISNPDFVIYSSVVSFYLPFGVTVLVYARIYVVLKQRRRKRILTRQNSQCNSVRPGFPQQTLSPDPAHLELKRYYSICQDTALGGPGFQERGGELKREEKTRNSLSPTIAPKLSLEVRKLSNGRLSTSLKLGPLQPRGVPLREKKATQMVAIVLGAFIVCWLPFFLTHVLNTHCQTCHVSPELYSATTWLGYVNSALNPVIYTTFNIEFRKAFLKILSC
#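 Agonist mode: compounds and dopamine controls were applied to plated cells for 90 min at 37 degrees C after an overnight attachment at 1500 cells/well. Luminescent read-out followed 30 - 60 minutes at room temperature with DiscoveRx detection reagent.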
# GLP1R inv ag – inverse agonists of human GLP-1 receptor. P43220. hit rate 1.6% among 410,000. HEK293 GLP-1R CRE-luciferase, luminescence, 24 h; GLP-1R form is constitutively active. Potency, µM (doses to about 38.3 µM), without a hit: top-dose activity change, negative = inhibition, usual class: inhibitors. AID 624417; further: potency means the concentration at half of the fitted maximal effect; on the % scale 0 is the no-effect control and ±100 the full control effect; nearly all actives have a fitted effect of over 55% in size
# Target sequence (P43220 whole entry, looked up): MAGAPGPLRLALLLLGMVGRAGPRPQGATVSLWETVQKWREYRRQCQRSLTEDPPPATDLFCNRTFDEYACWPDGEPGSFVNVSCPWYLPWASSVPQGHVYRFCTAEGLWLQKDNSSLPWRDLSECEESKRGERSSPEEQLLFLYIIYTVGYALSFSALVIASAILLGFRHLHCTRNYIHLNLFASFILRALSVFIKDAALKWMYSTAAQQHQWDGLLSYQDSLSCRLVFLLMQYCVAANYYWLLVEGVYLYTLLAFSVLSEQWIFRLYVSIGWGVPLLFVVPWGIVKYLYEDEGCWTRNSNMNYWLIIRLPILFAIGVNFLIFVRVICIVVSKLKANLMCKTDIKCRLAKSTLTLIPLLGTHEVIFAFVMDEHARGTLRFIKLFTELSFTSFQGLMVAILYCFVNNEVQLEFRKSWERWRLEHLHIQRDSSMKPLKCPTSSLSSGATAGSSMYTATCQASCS
#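 Constitutively active GLP-1R drives a cAMP-responsive luciferase in stably transfected HEK293 cells; test compounds are added after overnight (12 h) attachment and left 24 hr, and signal loss in luminescence marks inhibition.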
# GLP1R cytotox – cytotoxic in the GLP-1 receptor inverse agonist counter-screen. HEK293 cAMP-luciferase reporter cells, luminescence, 24 h. Potency, µM (highest dose often 38.3 µM), for the others: at the highest dose activity change, negative = inhibition, hits mostly inhibitors. hit rate 0.13% among 410,000;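 further: loss of luciferase light is scored as toxicity; potency means the concentration at half of the fitted maximal effect; on the % scale 0 is the no-effect control and ±100 the full control effect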
#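 MLSMR compounds, 24 hr on cells at 37 deg C/5% CO2; luminescence after luciferase reagent (12 min RT). Inhibition counted as the undesired cytotoxic outcome.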
# KB-V1 cytotox – KB-V1 MDR subline cytotoxicity; KB-V1 MDR cells viability, CellTiter-Glo, 72 h; Potency, µM (top dose mostly 46.1 µM), without a hit: top-dose activity change, negative = cytotoxicity, actives largely listed as cytotoxic; AID 1347076; hit rate 3.4% among 400,000; further: potency means the concentration at half of the fitted maximal effect; on the % scale 0 is the no-effect control and ±100 the full control effect; nearly all actives have a fitted effect of over 60% in size
#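 Potencies derive from concentration-effect curves fitted to normalized luminescence (CellTiter-Glo) of KB-V1 cells treated for 72 h at 37 degrees C in phenol-red-free DMEM containing 10% FBS.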
# TDP-43 yeast inh – inhibitors of TDP-43 toxicity in yeast; AID 652104; hit rate 1.8% among 410,000; Potency, µM (doses to about 46.1 µM), for inactives: at the highest dose growth rescue (activation), actives largely listed as activators; TDP-43 expressing yeast growth rescue, BacTiter-Glo, 24 h; further: potency means the concentration at half of the fitted maximal effect; % of control where 0% means no effect; nearly all actives have a fitted effect of over 50% in size
#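 Cell-based yeast growth screen: TDP-43 expression induced in galactose, inoculum OD600=0.02 after raffinose pregrowth to mid-log. Read-out BacTiter-Glo luminescence at 24 hr, 30 deg C; inhibition of toxicity seen as signal increase.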
# DRD3 antagonist – antagonists of human D3 dopamine receptor; hit rate 2.5% among 360,000; AID 652054; D3R cells, DiscoveRx beta-arrestin luminescence, antagonist mode; stronger effect = lower value; P35462; max response, negative = inhibition, %; in the data active means max response below about -50%; inconclusive means no clear call, values can overlap the other calls; further: on the % scale 0 is the no-effect control and ±100 the full control effect; mostly tested at two doses, the higher about 12 µM
#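 Cells plated overnight at 1500 cells/well, then exposed to library compounds with dopamine controls for 90 minutes at 37 degrees C. DiscoveRx reagent added for 30–60 minutes at room temperature; luminescence read, quantitative HTS format.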
# aSyn yeast inh – inhibitors of alpha-synuclein toxicity in yeast. Yeast expressing alpha-synuclein, growth rescue, BacTiter-Glo, 24 h. Potency, µM (highest dose often 46.1 µM), for the others: at the highest dose growth rescue (activation), most hits filed as activators. hit rate 0.14% among 370,000; further: potency means the concentration at half of the fitted maximal effect; % of control where 0% means no effect; nearly all actives have a fitted effect of over 65% in size
#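 Galactose-induced alpha-syn yeast (OD600=0.02, raffinose-pregrown) + pinned cpd, 24 hr, 30 deg C; growth by BacTiter-Glo luminescence. Growth restoration scores as activation.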
# PTHR1 agonist – activates the human parathyroid hormone receptor PTHR1. Q03431. HEK293 GP2 PTHR1 cells, GloSensor cAMP luminescence, 1 h. Potency, µM (doses to about 115 µM), without a hit: at the highest dose activation, actives largely listed as activators. hit rate 0.075% among 410,000; further: potency means the concentration at half of the fitted maximal effect; nearly all actives have a fitted effect of over 55% in size; some results filed as inactive show a strong effect at the top dose; inactives centre near -15; many of its hits are not listed in these tables
#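 HEK-293-derived GP2 cells expressing PTHR1 and a GloSensor cAMP reporter, 3,000/well, plated overnight, given luciferin plus IBMX (each 0.5 mM as added) for 1 h at 37 °C, then compound for 1 h at 37 °C. Luminescence was read after 15 min at room temperature.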
# GLP-1R agonist – activates the human GLP-1 receptor; P43220; HEK293 GLP-1R CRE-luciferase, luminescence, 4-6 h; cells express a hypersensitive GLP-1R form; Potency, µM (top dose mostly 45.6 µM), for inactives: at the top dose activation, actives largely listed as activators; hit rate 0.007% among 380,000; further: potency means the concentration at half of the fitted maximal effect; % of control where 0% means no effect
# Numbers without * were called inactive; i = inactive; ? = inconclusive; · = no result given; [ ] = another dose, or the depositor's remark. Unless noted, the call rests on the fitted dose curve; in most records, active means well fitted curve in the direction sought with a large enough effect; inconclusive means small, poorly fitted or top-dose-only effect, or another doubt; inactive means no such curve, though single readings can be large; an effect the other way counts as inactive or inconclusive.
SMILES	D3 ag	GLP1R inv ag	GLP1R cytotox	KB-V1 cytotox	TDP-43 yeast inh	DRD3 antagonist	aSyn yeast inh	PTHR1 agonist	GLP-1R agonist
Cn1ccnc1SCC(=O)N(C1CCCCC1)C1CCCCC1	5.4	?	18.4%	0.0%	15.7%	6.8	5.8%	-5.0%[57.5 µM]	18.9%
O=C1CN(C(=O)c2c(F)cccc2F)C(c2ccc(F)cc2)c2cc(F)ccc2N1 (stereo not given)	0.0	?	-19.3%	4.8%	-1.5%	12.0	12.7%	i	15.1%
CC(=O)c1ccc(Nc2nc(C(N)CC(C)C)cs2)cc1 (stereo not given)	4.3	-17.7%	-2.1%	-2.2%	22.8%	4.1	0.9%	i	-1.4%
O=[N+]([O-])c1ccc(N2CCN(C(=S)NCc3ccc(Cl)cc3)CC2)cc1	-3.4	?	-5.0%	-32.6%	?	-53.0*	23.4%	-39.3%[inhibitor]	4.5%
COc1ccc2[nH]c(=O)c(CN(CCO)S(=O)(=O)c3ccc4c(c3)OCCO4)cc2c1	5.7	-0.9%	-16.4%	-4.2%	17.2%	11.6	11.1%	i	5.1%
Cn1c(=O)c2cc(NC(=S)NC3CCCCC3)ccc2n1-c1ccccc1	-11.2	?	23.7%	3.0%	26.7%	?	1.9%	-2.8%	-5.2%
C/C(Cc1ccccc1)=N\NC(=O)CNC(=O)Cc1ccccc1	-4.4	-8.0%	0.9%	18.0%	6.8%	15.1	2.4%	-23.7%	-7.5%
CC(C)[C@H](NC(=O)NCCC1=CCCCC1)C(=O)O	-7.5	-0.2%	2.8%	-1.8%	-17.9%	-11.1	-2.0%	i	-2.8%
CC(=O)NCCC(=O)NCc1ccc(F)cc1	1.4	8.3%	22.1%	18.5%	0.8%	18.0	0.3%	i	8.7%
COc1ccc(S(=O)(=O)Nc2ccc3c(c2)C(=O)N([C@H](C)CO)C[C@H](C)[C@@H](CN(C)C(=O)Nc2c(C)noc2C)OCCCC[C@H](C)O3)cc1	-3.5	5.1%	0.2%	8.7%	0.0%	?	10.5%	-14.0%	4.6%
COc1ccc(OC)c(NC(=O)Nc2nnc([C@@H]3O[C@H](CO)[C@@H](O)[C@H]3O)s2)c1	-7.5	19.0%	-7.0%	-2.2%	0.0%	-10.0	-3.7%	-10.9%	-1.5%
CCOC(=O)CSc1nc2ccccc2n1C(=O)OCC	2.5	-4.1%	-5.5%	?	16.1%	21.6	-0.3%	-6.9%	20.3%
O=C(NCCCN1CCN(c2cccc(Cl)c2)CC1)c1cccc(N2CCCC2=O)c1	-6.7	?	-19.9%	-22.1%	-8.3%	?	1.1%	-5.2%[57.5 µM]	-1.6%
O=C(CSc1ccccc1)Nc1ccc(Cl)c(S(=O)(=O)N2CCOCC2)c1	0.2	?	-0.1%	?	-11.9%	12.9	-6.2%	-37.2%	13.4%
CC(C)NS(=O)(=O)c1ccc(NC(=S)NC(=O)c2ccc(-c3ccccc3)cc2)cc1	3.4	2.5%	-2.0%	-2.6%	5.8%	-23.4	10.0%	-16.4%	0.9%
Cc1ccccc1C(=O)N/N=C/c1ccc([N+](=O)[O-])s1	4.6	-0.6%	?	?	21.8%	-10.4	-7.0%	-51.5%[inhibitor]	0.6%
Cn1c(=O)c2sccc2n2c(CCC(=O)NCc3ccccc3)nnc12	9.5	-3.3%	0.9%	7.7%	12.1%	·	·	-21.4%	·
CC(=O)SCC(C)C(=O)NCc1ccccc1 (stereo not given)	-1.1	17.3%	0.8%	7.9%	-9.1%	2.9	-0.5%	-21.5%	5.2%
COc1ccc(S(=O)(=O)CCC(=O)N2c3ccccc3CC2C)cc1 (stereo not given)	-6.1	-9.2%	0.4%	-2.1%	8.5%	-18.8	-4.6%	i	-3.9%
CCNc1ccc(Br)cc(C(=O)/C=C/c2ccc3c(c2)OCO3)c1=O	0.5	23.7%	10.5%	10.1%	-14.9%	-10.5	15.4%	-43.6%[inhibitor][57.5 µM]	3.8%
Cn1nc(-c2ccccc2)c(CO)c1Sc1ccccc1	0.4	-24.0%	11.6%	-1.2%	0.0%	-8.4	1.7%	-36.9%[inhibitor]	9.4%
COc1ccccc1N1CCN(C(=O)c2cc3c(=O)n(C)c4ccccc4c3s2)CC1	-16.2	5.1%	10.6%	?	-5.2%	·	·	i	·
Cc1cc(=O)n(CNC(=O)c2ccccc2)c(=S)[nH]1	-9.0	1.8%	4.3%	-8.1%	-16.5%	-9.0	-2.5%	-10.9%[57.5 µM]	1.6%
COC(=O)CNc1n[nH]c(=S)[nH]c1=O	2.5	-0.5%	-5.0%	7.5%	6.2%	-13.9	5.2%	-10.5%	-0.1%
Cc1noc(C)c1S(=O)(=O)N1CCC(C(=O)N2CCN(c3ccccc3)CC2)CC1	-13.1	3.6%	5.5%	7.9%	0.9%	·	·	25.0%	-1.5%
CCOC(=O)c1oc2cc(OC(C)=O)ccc2c(=O)c1-c1ccc(OC)c(OC)c1	2.1	20.7%	-0.4%	2.9%	7.2%	24.3	-0.8%	-6.1%	5.9%
CC1Cc2ccccc2N1C(=S)Nc1ccc(S(N)(=O)=O)cc1 (stereo not given)	-2.2	-27.2%	-2.5%	18.4µM*	?	7.5	3.0%	-38.3%[inhibitor]	-1.9%
CN(C)c1ccc(C(=O)N(Cc2ccccc2)Cc2ccccc2)cc1	-11.2	-23.1%	0.2%	-29.8%	5.9%	4.2	2.8%	-34.7%	-3.4%
COc1ccc2cnn(-c3ccc(C)cc3)c(=O)c2c1OC	-10.4	12.3%	-8.9%	-11.3%	-38.5%[inhibitor]	30.0	2.6%	-2.5%	11.9%
O=C(Cn1ncc2c(=O)oc3ccccc3c21)N1CCCc2ccccc21	10.8	0.4%	12.9%	27.2%	10.0%	7.1	?	-27.6%[57.5 µM]	4.8%
CCOC(=O)CCCCCC(=O)Nc1ccc2c(c1)C(=O)N([C@@H](C)CO)C[C@@H](C)[C@H](CN(C)C(=O)Nc1ccccc1)OCCCC[C@H](C)O2	-2.2	-19.2%	-25.5%	?	11.8%	18.3	-7.5%	-20.7%	8.3%
CCCCN1CC(COCc2ccccc2)Oc2cccc(Oc3cc(C)c(C)c(C)c3)c2S1(=O)=O (stereo not given)	-7.9	2.82µM*	-21.8%	4.2%	11.6%	-5.3	-4.1%	-38.5%	-1.8%
Cc1ccccc1OCC(=O)N/N=C/c1cc2ccccc2nc1Cl	4.3	0.0%	0.8%	?	0.0%	23.7	-6.1%	-30.9%[inhibitor]	-7.4%
CCCC(=O)Nc1ccc2c(c1)nc1n2CCN(CCOC)C1	-2.7	0.7%	13.3%	-1.6%	-5.6%	4.5	1.4%	i	2.5%
C=C1C(O)C[C@H]2C(=C)CCC3[C@H](OC(=O)[C@]3(O)CO)[C@@H]12 (stereo not given in full)	-2.7	-4.0%	1.6%	3.0%	7.1%	2.6	-1.3%	-19.2%	3.2%
O=C(c1ccc(OC2CCN(Cc3ccc(F)cc3)CC2)cc1)N1CCCC1	-5.2	?	-3.1%	-3.4%	2.3%	-12.5	0.8%	-2.6%	-2.8%
N#Cc1c(-c2ccccc2)nc(SCc2nc(N)nc(N3CCCCC3)n2)[nH]c1=O	7.4	24.3%	-6.3%	-10.5%	3.2%	0.0	1.7%	i	-1.7%
COc1ccc(S(=O)(=O)NCc2cccnc2)cc1C	-2.0	29.0%	15.0%	-21.9%	-3.5%	4.8	-1.4%	-2.2%	-0.9%
CN(C(=S)NC(=O)C12CC3CC(CC(C3)C1)C2)c1ccc(O)cc1	-0.6	-1.9%	-3.1%	15.8%	17.8µM*	-9.8	-4.8%	-11.0%	1.7%
COC(=O)C[C@H]1c2cc(C(F)(F)F)ccc2S(=O)(=O)N1Cc1ccccc1	-14.5	3.2%	17.4%	?	1.2%	21.5	-3.4%	1.7%	1.4%
COc1cc(NC(=O)NCC2CCN(Cc3ccccc3C)CC2)cc(OC)c1OC	-33.6	?	3.0%	0.0%	-2.8%	-10.0	1.7%	i	4.7%
CN(CC(=O)Nc1ccccc1Br)C(=O)CCCSc1nc2ccccc2[nH]1	-16.9	-17.8%	5.1%	?	-8.4%	-14.1	-0.6%	-52.0%[inhibitor]	12.2%
CCCCn1c(Cl)nc2c1c(=O)n(C)c(=O)n2C	2.5	26.6%	-4.8%	?	11.4%	-22.2	5.0%	-26.6%[57.5 µM]	-1.5%
COC(=O)C(Cc1ccc(OC(=O)c2ccc(C)cc2)cc1)N1Cc2ccccc2C1=O (stereo not given)	-6.8	16.8%	10.6%	-1.8%	0.8%	-23.0	3.0%	-22.5%	0.1%
CCS(=O)(=O)c1ccc2c(c1)N(S(=O)(=O)c1ccc(Cl)cc1)CC(C(=O)O)O2 (stereo not given)	-19.2	8.8%	-4.0%	-7.4%	0.0%	-15.0	-2.2%	i	-0.5%
CC(=O)Nc1ccc(NC(=O)CSc2nc3[nH]ncc3c(=O)n2-c2ccccc2)cc1	1.1	17.0%	7.3%	-4.4%	14.3%	5.6	?	i	-2.4%
O=C1NC(=O)/C(=C/c2ccc(OS(=O)(=O)c3ccc(F)cc3F)cc2)N1	-9.8	?	-16.6%	?	-21.6%	-24.4	0.3%	i	16.9%
NC(=O)C1(c2ccccc2)CCOCC1	-0.3	5.4%	-2.8%	26.3%	5.7%	61.6	-6.0%	i	-12.2%

# Source: PubChem BioAssay

# Only part of the results is shown. The share of hits here may be higher or lower than overall.
